High-throughput results as filed in PubChem BioAssay.
RXFP1 antag = blocks the human relaxin receptor RXFP1; actives 0.59% (n = 350,000); AID 1259400; HEK293-RXFP1, relaxin-stimulated cAMP HTRF, 30 min; active compounds read low; Q9HBX9; activity change, negative = inhibition, % at 57.5 µM;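 active = activity change of -60% or lower, but not beyond a set lower limit; inconclusive = change between -60% and -40%, or beyond the set limit; inactive = change above -40%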; note: % is set by controls: 0 for no effect and ±100 for the full control effect
Pol eta inh = DNA polymerase eta (human) inhibition. Potency, µM (highest dose often 114 µM), inactives show at the highest dose activity change, negative = inhibition, most hits filed as inhibitors. recombinant Pol eta, fluorescent DNA replication assay. actives 1.2% (n = 390,000); note: potency is the fitted concentration of half-maximal effect; % is set by controls: 0 for no effect and ±100 for the full control effect
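Fluorescent replication assay: 50 nM final substrate added after a 15 min room-temperature compound preincubation with 10 nM enzyme. Signal taken at 0 min and again at 10 min.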
POLK inh = DNA polymerase kappa (human) inhibition; Q9UBT6; purified Pol kappa, fluorescent DNA synthesis assay, 10 min; Potency, µM (titrated, usually from 107 µM), inactives show at the top dose activity, negative = inhibition, hits mostly inhibitors; actives 0.53% (n = 400,000); AID 588579; note: potency is the fitted concentration of half-maximal effect; % is set by controls: 0 for no effect and ±100 for the full control effect
Target sequence (Q9UBT6 whole entry, looked up): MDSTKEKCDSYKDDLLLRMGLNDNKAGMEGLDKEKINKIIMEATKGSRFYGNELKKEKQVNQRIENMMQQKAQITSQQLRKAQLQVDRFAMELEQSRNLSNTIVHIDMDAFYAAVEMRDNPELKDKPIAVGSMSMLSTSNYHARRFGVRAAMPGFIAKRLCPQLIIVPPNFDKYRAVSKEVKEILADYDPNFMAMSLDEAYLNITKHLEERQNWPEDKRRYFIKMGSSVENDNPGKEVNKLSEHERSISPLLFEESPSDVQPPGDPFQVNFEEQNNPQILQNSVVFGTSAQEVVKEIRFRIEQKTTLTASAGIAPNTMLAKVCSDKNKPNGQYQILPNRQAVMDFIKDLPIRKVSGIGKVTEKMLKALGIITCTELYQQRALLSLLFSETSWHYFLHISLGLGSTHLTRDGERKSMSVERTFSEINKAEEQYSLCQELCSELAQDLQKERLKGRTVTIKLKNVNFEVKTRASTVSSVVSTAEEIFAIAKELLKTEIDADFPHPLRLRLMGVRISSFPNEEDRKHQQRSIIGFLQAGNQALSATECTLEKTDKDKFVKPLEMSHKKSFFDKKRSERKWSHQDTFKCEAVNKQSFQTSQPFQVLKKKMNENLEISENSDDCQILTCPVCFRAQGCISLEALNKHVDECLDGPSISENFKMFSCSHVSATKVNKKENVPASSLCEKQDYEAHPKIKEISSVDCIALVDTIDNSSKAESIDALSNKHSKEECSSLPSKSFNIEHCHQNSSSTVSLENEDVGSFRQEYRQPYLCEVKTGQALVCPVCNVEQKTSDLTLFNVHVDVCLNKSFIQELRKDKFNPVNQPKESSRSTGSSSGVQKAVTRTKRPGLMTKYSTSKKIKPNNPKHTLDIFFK
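Fluorescent qHTS in 1536-well format: enzyme (10 nM) and compound sat 15 min at room temperature before 50 nM substrate (final) was added. Signal taken at 0 and 10 min; no-enzyme buffer wells were negative controls.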
BLM helicase inh = Bloom syndrome helicase (human) inhibition; actives 0.2% (n = 350,000); recombinant BLM DNA unwinding, fluorescence dequenching; P54132; AID 2528; Potency, µM (doses to about 56.1 µM), without a hit: top-dose activity change, negative = inhibition, actives largely listed as inhibitors;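 note: potency is the fitted concentration of half-maximal effect; plate controls were vehicle for no effect and no enzyme for full effect; nearly all actives have a fitted effect of over 35% in size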
APEX1 inh = inhibitors of human APE1 endonuclease; P27695; recombinant APE1, TAMRA/BHQ-2 abasic DNA cleavage fluorescence; Potency, µM (highest dose often 65.8 µM), without a hit: at the top dose activity change, negative = inhibition, actives largely listed as inhibitors; actives 0.35% (n = 350,000);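 note: potency is the fitted concentration of half-maximal effect; plate controls were vehicle for no effect and reference inhibitor for full effect; nearly all actives have a fitted effect of over 55% in size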
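Enzyme (0.75 nM final) and test compound are incubated 15 min at room temperature before adding 50 nM quenched THF abasic-site duplex. Cleavage dequenches TAMRA, followed at 525/598 nm over three reads one minute apart.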
POLB inh = inhibitors of human DNA polymerase beta; actives 1.3% (n = 340,000); Potency, µM (titrated, usually from 114 µM), for the others: at the highest dose activity change, negative = inhibition, actives largely listed as inhibitors; AID 485314; P06746; Pol beta primer extension/strand displacement, fluorescence kinetic; note: potency is the fitted concentration of half-maximal effect; % is set by controls: 0 for no effect and ±100 for the full control effect
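Preincubation: enzyme (10 nM) with compound, 15 min, RT. Reaction: substrate added to 50 nM final. Reads: 0 and 10 min. Analysis: normalized, Hill fit.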
Tb PGK inh = T. brucei PGK inhibition; P07378; PGK/GAPDH coupled, Kinase-Glo luminescence, 60 min; Potency, µM (top dose mostly 57.5 µM), without a hit: top-dose activity change, negative = inhibition, usual class: inhibitors; actives 0.043% (n = 380,000); AID 602233; note: potency is the fitted concentration of half-maximal effect; % is set by controls: 0 for no effect and ±100 for the full control effect; nearly all actives have a fitted effect of over 60% in size
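Luminescent ATP detection (Kinase-Glo Plus) follows a 60-minute room-temperature incubation, with wells lacking PGK as controls. Buffer: 100 mM TEA (pH 7.6), 5 mM MgCl2, 0.01% Tween-20. Coupling enzyme GAPDH (100 nM final) supplies unstable 1,3-BPG in-well.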
POLI inh = DNA polymerase iota (human) inhibition. Q9UNA4. Pol iota fluorescent replication assay, 10 min. actives 1% (n = 390,000). Potency, µM (series often up to 115 µM), inactives show top-dose activity, negative = inhibition, actives largely listed as inhibitors. AID 588590; note: potency is the fitted concentration of half-maximal effect
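Fluorescent replication assay read twice, at 0 min and 10 min after adding 50 nM (final) substrate. Enzyme (10 nM) and compounds were first incubated 15 min at room temperature; enzyme-free buffer wells were negative controls.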
Anesthetic bind = candidate novel general anesthetic via apoferritin binding. P02791. apoferritin/1-aminoanthracene competitive binding, fluorescence. Potency, µM (titrated, usually from 77.5 µM), for the others: at the highest dose activity change, negative = displacement, actives largely listed as inhibitors. actives 0.074% (n = 350,000); note: potency is the fitted concentration of half-maximal effect; % is set by controls: 0 for no effect and ±100 for the full control effect; nearly all actives have a fitted effect of over 20% in size
Target sequence (P02791 2-175 limits assumed): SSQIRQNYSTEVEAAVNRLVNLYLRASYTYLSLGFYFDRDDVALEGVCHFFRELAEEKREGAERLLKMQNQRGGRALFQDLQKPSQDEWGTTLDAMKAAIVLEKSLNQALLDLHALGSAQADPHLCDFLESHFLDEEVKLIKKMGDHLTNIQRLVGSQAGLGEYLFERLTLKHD
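10 uM apoferritin + 50% sat. 1-AMA, PBS; cpd 10 min RT; Ex380/Em535 endpoint; normalized to free probe vs complex; 4-param Hill fit; propofol titration as pos. ctrl.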
Active calls of the source: *; i = inactive; ? = inconclusive; · = not tested or not shown; & = joins results of further samples; [ ] = another dose, or the depositor's remark. Unless noted, calls come from the whole dose curve; as a rule, active = well fitted curve in the direction sought with a large enough effect; inconclusive = small, poorly fitted or top-dose-only effect, or another doubt; inactive = no such curve, though single readings can be large; an effect the other way counts as inactive or inconclusive. Some of the compounds tested (hit frequency here may not be typical).

SMILES	RXFP1 antag	Pol eta inh	POLK inh	BLM helicase inh	APEX1 inh	POLB inh	Tb PGK inh	POLI inh	Anesthetic bind
Cc1nc2ccccc2nc1OCC(=O)NCc1ccc2c(c1)OCO2	3	6%	?	-1%	-1%	26%	-3%	?	-19%
CCn1c(SCC(=O)Nc2ccc3c(c2)OCO3)nnc1C1CC1	-10	-6%	-3%	1%	2%	37%	-3%	-22%	-6%
COc1cccc(C(=O)NCC2CCCN(C3CCCCC3)C2)c1OC (stereo not given)	-16	-17%	4%	-1%	-14%	-15%	-5%	-16%	-5%
CCN(CC)CCN(C(=O)c1ccco1)c1nc2ccc(F)cc2s1	-18	-10%	-5%[60.1 µM]	1%	·	1%	-15%	-5%	-6%
CCOC(=O)[C@H]1[C@H]2COc3ccccc3[C@@H]2N2C(=O)c3c(C)cc(C)cc3NC(=O)[C@@]12C	·	-11%	4%	·	-19%	·	i	16%	·
CCC(CC)C(=O)Nc1cccc(/C(C)=N/NC(=O)c2c(Br)cnn2C)c1	-7	-11%	1%	-1%	8%	30%	i	-6%	-19%
O=C(N/N=C/c1ccccc1Br)c1cccc(S(=O)(=O)N2CCOCC2)c1	-7	-9%	18%	·	-21%	·	-3%	27%	·
Cc1ncoc1C(=O)N1CCCC(C(=O)c2ccc3c4c(cccc24)CC3)C1 (stereo not given)	8	-10%	-24%	-2%	0%	6%	-7%	60%[activator]	-10%
Cc1cccc(CNC(=O)C2CCCN(S(=O)(=O)c3cn(C)cn3)C2)c1 (stereo not given)	5	-9%	-6%[60.1 µM]	0%	·	1%	1%	-2%	46%[activator]
COc1ccc(C(=O)N[C@H](C(=O)N2CCN(c3ccccc3F)CC2)C(C)C)cc1	0	-1%	7%	-2%	19%	16%	-7%	-20%	-1%
O=C(Nc1nccs1)c1ccc(CSc2ccccc2)o1	-4	6%	-21%	-9%	13%	2%	1%	18%	-18%
C[C@H](CO)N1C[C@H](C)[C@@H](CN(C)C(=O)Nc2ccccc2)Oc2ccc(NC(=O)Nc3ccc4c(c3)OCO4)cc2C1=O	·	-12%	11%	·	34%	·	-8%	-11%	·
CC(C)c1ccc2oc(-c3cc(N)ccc3O)nc2c1	-19	-18%	-3%	-6%	0%	5%	-5%	-14%	-5%
CC(=O)N/N=c1\sc2ccccc2n1C	7	-8%	-3%	0%	-1%	-1%	-3%	99%[activator]	-10%
COc1ccc(-c2nc3scc(CCNS(=O)(=O)c4cccs4)n3n2)cc1	-8	-14%	-14%[60.1 µM]	-10%	·	8%	i	-9%	176%[activator]
CCn1c(=O)cc(OCC(=O)N2CCN(C(=O)c3ccco3)CC2)c2ccccc21	1	-6%	-12%	-3%	4%	-14%	0%	?	-4%
CN(C)CCCNC(=O)/C(=C/c1ccc(-c2ccc([N+](=O)[O-])cc2)o1)NC(=O)c1ccccc1	-4	-4%	-15%	22%	16%	?	-4%	-11%	-8%
Nn1c(=O)[nH]c2c([nH]c3ccccc32)c1=O	-7	-4%	-3%	-11%	-3%	30%	-8%	122%[activator]	-3%
COc1ccc(/C(N)=N/OC(=O)c2cccs2)cc1OC	-27	-23%	?	-5%	?	1%	1%	52%[activator]	7%
O=S(=O)(/N=C(/Nc1ccc(F)c(F)c1F)c1ccccc1)c1ccccc1	-5	-7%	-6%	1%	-3%	36%	7%	22%	-1%
C=CCn1c(CCC(=O)O)ccc1-c1ccccc1	12	-12%	-10%	-4%	-5%	-14%	·	-17%	-2%
O=C(CN1C(=O)c2cccc3cccc1c23)NCc1ccncc1	-3	-4%	-11%	4%	13%	50%	i	34%[activator]	89%[activator]
CC(=O)Nc1cccc(NC(=O)CSc2ccc(-c3ccccn3)nn2)c1	-10	13%	-20%	2%	0%	25µM*	1%	49%[activator]	-5%
O=C(CSc1nnc2ccccn12)Nc1ccccc1C(=O)NC1CC1	-4	-10%	-15%	-9%	5%	47%	-8%	16%	-1%
COCCn1c(C)cc(C2=NNC(=Nc3ccccc3)SC2)c1C	-7	-7%	5%	-7%	-1%	17%	0%	-11%	?
O=C(NNc1c(Cl)cccc1Cl)C1CCC1	18	1%	-11%	-2%	13%	25%	-9%	46%[activator]	-8%
O=C(NNC(=S)Nc1cccc(Cl)c1)c1ccccc1OC(F)F	1	-17%	-26%	2%	12%	28%	-2%	1%	-4%
Cn1cc(CN2CCCC(CO)(Cc3ccccc3)C2)cn1 (stereo not given)	1	-9%	-7%	-6%	5%	12%	-2%	-8%	-5%
Cc1ccc(-c2nnc(SCC(=O)NC(=O)Nc3ccc(C)cc3C)n2N)cc1	12	-10%	-2%	-4%	-7%	?	13%	10%	-23%
CCc1ccc(-c2nc(CS(=O)CC(=O)NCCCN3CCOCC3)c(C)o2)cc1 (stereo not given)	18	-20%	-6%	0%	32%	7%	-9%	65%[activator]	-13%

Three records drawn at random from the list so far, as already listed:
SMILES	RXFP1 antag	Pol eta inh	POLK inh	BLM helicase inh	APEX1 inh	POLB inh	Tb PGK inh	POLI inh	Anesthetic bind
O=C(CSc1nnc2ccccn12)Nc1ccccc1C(=O)NC1CC1	-4	-10%	-15%	-9%	5%	47%	-8%	16%	-1%
Cn1cc(CN2CCCC(CO)(Cc3ccccc3)C2)cn1 (stereo not given)	1	-9%	-7%	-6%	5%	12%	-2%	-8%	-5%
CC(=O)Nc1cccc(NC(=O)CSc2ccc(-c3ccccn3)nn2)c1	-10	13%	-20%	2%	0%	25µM*	1%	49%[activator]	-5%

Remaining list, next part
SMILES	RXFP1 antag	Pol eta inh	POLK inh	BLM helicase inh	APEX1 inh	POLB inh	Tb PGK inh	POLI inh	Anesthetic bind
CCOc1ccc(S(=O)(=O)Nc2cccc(C(=O)NCC(C)(C)N3CCOCC3)c2)cc1	-4	-7%	-9%	·	4%	·	7%	22%	·
COc1cc(C2CC(=O)Oc3cc(C)c(Cl)cc32)cc(OC)c1OC (stereo not given)	·	·	-13%	-7%[75.6 µM]	?	·	·	·	-6%[110 µM]
COc1ccc2[nH]c3c(NCCCOC(C)C)ncnc3c2c1	-4	-36%	-1%	-8%	-6%	-22%	-29%	8%	-1%
O=C(C[C@@H]1C/C=C\CCC(=O)OC[C@@H]2CCCN2C1=O)N[C@H](CO)Cc1ccccc1	·	-3%	19%	·	16%	·	-4%	-13%	·
CCCC[C@@H]1CNC(=S)N1CCCC	·	-10%	-5%	0%	20%	42%	-6%	29%	-8%
CC1(c2cccc(Br)c2)NC(=O)N(CC(=O)Nc2cccnc2Cl)C1=O (stereo not given)	3	-21%	0%	0%	1%	47%	-8%	14%	?
Cc1cc(-n2c(C)cc(C(=O)COc3ccccc3[N+](=O)[O-])c2C)no1	-8	-16%	-16%	-5%	-9%	1%	-12%	108%[activator]	?
CC(=O)OC[C@H]1O[C@@H](Oc2cc(O)cc3oc(-c4ccc(O)cc4)cc(=O)c23)[C@H](O[C@@H]2O[C@@H](C)[C@H](O)[C@@H](O)[C@H]2O)[C@@H](O)[C@@H]1O	·	-6%	-3%	·	-31%	·	-12%	?	·
CC1Oc2ccccc2OC1C(=O)Nc1nccs1 (stereo not given)	2	-18%	-4%	-2%	-2%	0%	-9%	76%[activator]	-13%
CN(C)S(=O)(=O)c1ccc2nc(NC(=O)c3cccnc3)sc2c1	-3	?	-17%	-3%	-1%	16%	0%	?	-19%
CCOC(=O)C1CCCN1C(=O)c1ccc(OC)c(Br)c1 (stereo not given)	10	-7%	-16%	-1%	?	15%	-3%	61%[activator]	?
O=C(COc1ccc(S(=O)(=O)N2CCOCC2)cc1)Nc1cccc([N+](=O)[O-])c1	3	-7%	-13%	-2%	41%	26%	-3%	27%	?
O=c1[nH]c(CN2CCN(S(=O)(=O)/C=C/c3ccccc3)CC2)nc2cc(Cl)ccc12	-14	-6%	-9%	-4%	?	4%	9%	40%[activator]	1%
CON(C)S(=O)(=O)NC(=O)C1=C(N2CCCC2)COC1=O	·	-6%	-3%	·	14%	·	-8%	3%	·
COc1ccc(CCNC(=O)CNS(=O)(=O)c2ccc(Cl)cc2)cc1	-18	-11%	0%	·	·	·	i	56%[activator]	·
COc1ccccc1N(CC(=O)NCCSCc1cccc(Cl)c1)S(C)(=O)=O	-3	-15%&-21%	5%&8%	-6%&-3%	12%	-2%&15%	-10%&-3%	-7%&29%	8%&-4%
COc1ccc(C(=O)NN(C)c2nc(-c3ccccc3)nnc2C(F)(F)F)cc1	-11	-5%	-16%	-1%	-6%	5%	-2%	-10%	?
Cc1nn(C)c(C(=O)Nc2ccc3c(c2)OCO3)c1[N+](=O)[O-]	-2	-11%	-14%	-8%	5%	16%	-5%	55%[activator]	-13%
COc1ccc(-n2ncc(C(=O)N3CCc4ccccc4C3)c2C2CCN(C(=O)OC(C)(C)C)CC2)cc1	-11	-19%	-4%	-2%	·	0%	-15%	13%	-11%
C=CCSc1ncc(CO)n1Cc1ccccc1	-2	-11%	5%	0%	1%	21%	i	63%[activator]	-5%
CCn1nnc(NC(=O)COc2cc(C)ccc2C(C)C)n1	7	-15%	-6%	-13%	1%	-3%	-5%	16%	-4%
CN(c1ccccc1C(=O)N1CCN(Cc2ccc3c(c2)OCO3)CC1)S(C)(=O)=O	-38	-17%	-7%	0%	0%	-2%	-6%	84%[activator]	-1%
C/C(=N/OC(=O)c1c(-c2c(F)cccc2Cl)noc1C)c1cnccn1	5	-8%	-1%	-3%	-1%	26%	9%	-26%	?
CCN(CC)C(=O)[C@H]1C[C@H](CC(=O)NCCN2CCOCC2)C(=O)N2CCc3c([nH]c4ccc(Cl)cc34)[C@]12C	·	-12%	7%	·	40%[activator]	·	-10%	28%	·
Cc1nn(CC(=O)Nc2ccc(C(C)C)cc2)c(C)c1[N+](=O)[O-]	-8	-21%	5%	-7%	6%	22%	-7%	12%	-8%
Cc1cc(C(=O)N/N=C/c2ccc(OCc3ccccc3)cc2)c(C)o1	-7	-21%	-4%	-12%	-2%	-8%	-5%	21%	-9%
